# Screening data deposited in PubChem BioAssay by several laboratories.
# RGS8-Gao = modulates binding of RGS8 to human Galphao. multiplexed bead flow cytometry; actives lie on both sides. AID 1423. P09471. response (percent of control binding), % at 10 µM. actives 0.34% (n = 220,000); in the data active = response below about 60% or above about 140%; inactive = in between;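 also: Galphao activated as the GDP aluminium fluoride complex binding bead-coupled RGS8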
# Target sequence (P09471 whole entry, looked up): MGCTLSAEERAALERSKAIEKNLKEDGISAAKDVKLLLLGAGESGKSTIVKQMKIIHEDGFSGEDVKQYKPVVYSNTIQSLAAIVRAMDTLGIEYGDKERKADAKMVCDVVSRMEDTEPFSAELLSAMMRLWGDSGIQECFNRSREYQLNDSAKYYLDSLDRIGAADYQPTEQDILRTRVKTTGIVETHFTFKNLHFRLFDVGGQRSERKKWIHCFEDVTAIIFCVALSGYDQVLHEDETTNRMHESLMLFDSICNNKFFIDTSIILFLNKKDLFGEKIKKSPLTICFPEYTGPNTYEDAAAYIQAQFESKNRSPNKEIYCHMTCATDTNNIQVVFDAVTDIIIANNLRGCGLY
# HRas wt GTP = human HRas wildtype GTP binding, change in either direction; P01112; GST-Ras wt beads, Bodipy-FL-GTP binding, flow cytometry; actives lie on both sides; GTP binding activity, % at 10 µM; actives 0.14% (n = 190,000);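 active = GTP binding activity at least 20% away from the 100% baseline, either lowered as inhibitor or raised as activator; inconclusive = flagged as likely green fluorescent, judged across all proteins in the well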;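 also: 0% = unlabeled GTP competition control and 100% = no-compound control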
# Target sequence (P01112 whole entry, looked up): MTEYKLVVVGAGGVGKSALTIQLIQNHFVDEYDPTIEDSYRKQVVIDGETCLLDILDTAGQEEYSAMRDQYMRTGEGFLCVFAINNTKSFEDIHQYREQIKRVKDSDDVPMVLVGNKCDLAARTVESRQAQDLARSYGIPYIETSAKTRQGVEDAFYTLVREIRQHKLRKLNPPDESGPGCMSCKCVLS
# Rac1 act GTP bind = modulators of GTP binding to human Rac1 activated mutant; P63000; GST-Rac1 activated beads, fluorescent GTP binding, flow cytometry; actives lie on both sides; 100% means binding = to untreated wells; percent activity (GTP binding), % at 10 µM; actives 0.11% (n = 190,000); AID 764;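 active = GTP binding at least 20 percentage points away from the 100% baseline, in either direction, so actives lie on both sides; inconclusive = Compound likely fluorescent itself, or too few beads counted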
# Rab2 wt GTP = changes GTP binding to wildtype dog Rab2A, up or down; GTP binding activity, % at 10 µM; GST-Rab2 wt beads, Bodipy-GTP binding, flow cytometry; AID 760; actives 0.19% (n = 190,000); P61105;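 active = GTP binding activity at least 20 points away from 100%, either lowered or raised; inconclusive = signal likely due to the compound's own green fluorescence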;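 also: 0% = beads with excess unlabeled GTP and 100% = no-compound control corrected for plate trend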
# Rab7 wt modul = modulators of GTP binding to dog Rab7 wildtype GTPase; actives 0.055% (n = 190,000); GTP binding activity (percent of control), % at 10 µM; GST-Rab7 beads, fluorescent GTP binding, flow cytometry; actives lie on both sides; untreated = 100%, excess cold GTP = 0%;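 active = fluorescent GTP binding to Rab7 beads changed by at least 20 points from the 100% baseline, either direction, mostly lower; inconclusive = compound itself probably fluorescent, or too few beads counted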;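 also: median green fluorescence of bound Bodipy-FL-GTP per Rab7 bead population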
# Rac1 wt GTP bind = modulators of human Rac1 wildtype GTP binding; actives 0.27% (n = 190,000); P63000; AID 757; GST-Rac1 beads, fluorescent GTP binding, flow cytometry; actives lie on both sides; 0 = cold GTP competed, 100 = untreated; GTP binding activity (% of control), % at 10 µM;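 active = GTP binding activity at least 20 points away from the 100% control level, either lower or higher; inconclusive = compound flagged as likely green fluorescent, judged across all proteins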
# Mcl1-Noxa inh = Mcl-1/Noxa interaction inhibition; inhibition, % at 21.7 µM; actives 1.5% (n = 220,000); AID 1022; TR-FRET Mcl-1/Noxa peptide binding, 2 h; Q07820;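 active = compounds that cut the protein-peptide binding signal by more than 50% relative to plate controls in a single-dose test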;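 also: His-tagged Mcl-1 with rhodamine Noxa BH3 peptide and terbium anti-His antibody; 0% = Mcl-1 plus Noxa peptide wells and 100% = peptide-only wells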
# Bim-Mcl-1 = disrupts Bim peptide binding to human Mcl-1; Bead-based flow cytometry, Bim peptide-Mcl-1 binding; inhibition, % at 10 µM; actives 0.1% (n = 190,000); AID 1009; in the data active = inhibition above about 40%;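 also: 0% = no compound tracer wells and 100% = peptide blocker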
# Mcl1 Bid PPI = Mcl-1/Bid interaction inhibition | AID 1021 | actives 0.97% (n = 220,000) | TR-FRET Mcl-1/Bid-Dy647 peptide binding, 1536-well | inhibition, % at 21.7 µM;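 active = compounds that cut the binding signal by more than half at the single screening dose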;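 also: His-tagged Mcl-1 with europium anti-His antibody binding Bid BH3 peptide; 0% = Mcl-1 plus peptide wells and 100% = peptide-only wells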
# Pf gamet viab = kills late stage P. falciparum gametocytes. P. falciparum stage V gametocytes, ATP luminescence, 24 h. inhibition, % at 10.9 µM. actives 0.065% (n = 150,000). AID 743093;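 active = inhibition above the mean plus 3 SD of compounds within the control limits, set per campaign, cut at about 38% in these data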;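 also: 0% = DMSO wells and 100% = medium only without gametocytes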
# Cdc42 wt = changes GTP binding to wildtype human Cdc42; P60953; GST-Cdc42 beads, Bodipy-GTP binding, flow cytometry; actives lie on both sides; percent activity (GTP binding), % at 10 µM; actives 0.2% (n = 190,000); AID 761;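 active = percent activity GTP binding at least 20 points away from the 100% baseline, either down as inhibitor or up as activator; inconclusive = compound flagged as likely green fluorescent from well-wide comparison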;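 also: median bead fluorescence of bound Bodipy-FL-GTP at 100 nM; 0% = excess unlabeled GTP control and 100% = no compound control; below 100% means less GTP binding so inhibitor and above means activator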
# Target sequence (P60953 whole entry, looked up): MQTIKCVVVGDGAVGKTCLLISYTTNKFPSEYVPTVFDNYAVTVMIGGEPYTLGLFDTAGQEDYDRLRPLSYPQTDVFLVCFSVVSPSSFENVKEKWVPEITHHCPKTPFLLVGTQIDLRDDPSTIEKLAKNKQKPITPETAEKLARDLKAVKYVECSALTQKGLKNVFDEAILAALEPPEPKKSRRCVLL
# Starred values were filed as active, the others as inactive; u = inconclusive; x = not tested or not shown.
1) CCn1cnc2c1c(=O)n(CC(=O)NCc1ccccc1)c(=O)n2Cc1ccccc1
2) CNc1nc(C)cc(C)c1S(=O)(=O)c1ccc(Cl)cc1
3) COc1cc(CNc2cccc(F)c2)cc(Br)c1O
4) CC(C)CC(NC(N)=O)C(=O)Nc1ccc2c(c1)OCO2 (stereo not given)
5) c1ccc(-c2nc(CSc3nnc(-c4cccs4)o3)cs2)cc1
6) Cc1ccc(-n2c(COc3c(C)cccc3C)nnc2SCC(=O)Nc2nccs2)cc1
7) COC(=O)c1[nH]c2cccc(Cl)c2c1NC(=O)CN(C)C1CCCCC1
8) Cc1ccccc1S(=O)(=O)c1c(C)cc(C)n(CC(C)C)c1=O
9) Cc1nc(-c2cccc(NC(=O)C3CCCCC3)c2)cs1
10) CCc1nnc(NC(=O)CSc2nnc(-c3ccccc3O)o2)s1

Assay by compound	1	2	3	4	5	6	7	8	9	10
RGS8-Gao	102	92	100	101	94	103	103	98	100	102
HRas wt GTP	100	96	102	93	100	100	102	100	101	96
Rac1 act GTP bind	97	97	102	98	94	97	98	100	94	92
Rab2 wt GTP	102	97	103	97	96	99	101	100	101	96
Rab7 wt modul	104	94	102	100	97	101	104	98	107	100
Rac1 wt GTP bind	99	96	106	98	98	103	105	110	100	94
Mcl1-Noxa inh	6	-14	30	-2	-2	-4	10	-3	-1	8
Bim-Mcl-1	-2	-4	-4	-1	0	-2	-1	-2	0	-5
Mcl1 Bid PPI	-4	-33	14	-36	-17	-25	-38	14	-26	-48
Pf gamet viab	x	x	x	16	-5	-23	-1	x	-7	15
Cdc42 wt	104	97	103	99	100	101	99	103	99	94

11) Cc1cc(C)nc(Nc2nc3ccccc3s2)n1
12) Cc1ccc(Nc2nc(N)c([N+](=O)[O-])c(N3CCOCC3)n2)cc1
13) O=C(O)c1c(-c2ccccc2)c(-c2ccccc2)nc2ccccc12
14) CCN1CCN(C(=S)Nc2cc(S(=O)(=O)N(CC)CC)ccc2C)CC1
15) COCc1cc(C)nc2sc(C(=O)NC3CCCCC3)c(N)c12
16) CCCCC1CCC(/C(N)=N/O)CC1 (stereo not given)
17) CCCCCCNC(=O)C(C(=O)OCC)C1CCCCC1 (stereo not given)
18) Cc1cc(/C=C2\C(=N)N3C(SCc4ccccc4)=NSC3=NC2=O)c(C)n1Cc1ccccc1
19) NS(=O)(=O)c1ccc(NC(=S)NC(=O)c2cccnc2)cc1
20) CCc1cc(=O)[nH]c(-n2[nH]c(-c3ccccc3)cc2=O)n1

Assay by compound	11	12	13	14	15	16	17	18	19	20
RGS8-Gao	101	99	98	99	102	103	103	91	97	102
HRas wt GTP	96	100	95	101	96	99	106	96	100	97
Rac1 act GTP bind	94	102	93	98	97	97	102	95	99	92
Rab2 wt GTP	94	101	92	102	97	99	107	97	101	94
Rab7 wt modul	100	102	95	104	98	100	97	97	105	109
Rac1 wt GTP bind	97	103	97	98	95	100	105	100	101	96
Mcl1-Noxa inh	-1	7	-1	48	25	8	3	-8	25	-43
Bim-Mcl-1	-4	-2	1	-6	-1	0	-2	-7	5	0
Mcl1 Bid PPI	5	17	-15	-50	-18	-6	-30	-69	-40	-112
Pf gamet viab	1	-11	x	29	-11	9	8	-32	-11	x
Cdc42 wt	96	100	98	98	93	99	107	95	99	96

21) CCCCNC(=O)Nc1cc(C(=O)OC)ccc1C
22) O=C(/C=C/c1cccs1)Nc1ccncc1
23) O=C(Nn1nnnc1Nc1ccccc1)C12CC3CC(CC(C3)C1)C2
24) CC(C)C1C2=C(CC(C)(C)CC2=O)ON1c1ccccc1 (stereo not given)
25) CCCCCn1c(CN2CCCCC2C)nc2c1c(=O)n(C)c(=O)n2C (stereo not given)
26) O=C(c1ccc(Br)o1)N1CCN(c2ccccn2)CC1
27) Cn1c(=O)c2c(nc(N3CCCC3)n2CC(O)CO)n(C)c1=O (stereo not given)
28) O=C(C[n+]1cc2ccccc2c2ccccc21)c1ccccc1
29) C/C(=N/N1CCN(Cc2cccc3ccccc23)CC1)c1cccnc1
30) N#CCCn1c(SCC(=O)c2c[nH]c3ccccc23)nc2ccccc21

Assay by compound	21	22	23	24	25	26	27	28	29	30
RGS8-Gao	101	100	101	101	100	104	98	97	101	99
HRas wt GTP	102	99	101	104	100	100	101	100	101	100
Rac1 act GTP bind	100	99	100	102	97	100	101	101	95	97
Rab2 wt GTP	102	97	101	104	101	100	101	99	102	100
Rab7 wt modul	101	95	99	102	101	99	98	94	107	99
Rac1 wt GTP bind	105	107	102	107	99	104	106	104	103	100
Mcl1-Noxa inh	-19	3	21	-17	4	19	10	24	20	11
Bim-Mcl-1	-3	-4	-1	-6	0	0	-6	0	0	-2
Mcl1 Bid PPI	-2	-10	1	-3	-18	-14	-11	5	1	-9
Pf gamet viab	x	10	-3	x	0	x	x	x	11	2
Cdc42 wt	101	102	102	107	100	100	102	100	97	100

# The closing 4 entries of the section before lead into the next.
27) Cn1c(=O)c2c(nc(N3CCCC3)n2CC(O)CO)n(C)c1=O (stereo not given)
28) O=C(C[n+]1cc2ccccc2c2ccccc21)c1ccccc1
29) C/C(=N/N1CCN(Cc2cccc3ccccc23)CC1)c1cccnc1
30) N#CCCn1c(SCC(=O)c2c[nH]c3ccccc23)nc2ccccc21
31) COc1ccccc1N1CCN(C(=O)c2c(C)cc(=O)oc2C)CC1
32) CCOC(=O)c1cnc2nc(NCc3ccc(OC)c(OC)c3)[nH]n2c1=O
33) Oc1ccc(Cl)cc1C1=NCCNC(C(F)(F)C(F)F)=C1
34) O=C(CCCCCN1C(=O)CCC1=O)NCc1ccccc1
35) CSc1cccc(NC(=S)N(Cc2ccc(C)cc2)Cc2ccccn2)c1
36) CCCOc1ccc(CNC(=O)Cn2c(=O)oc3ccccc32)cc1
37) CCCCNc1c([N+](=O)[O-])cc(C)cc1[N+](=O)[O-]
38) O=C(COC(=O)c1cc(=O)[nH]c(=O)[nH]1)Nc1cccc(S(=O)(=O)N2CCOCC2)c1
39) CC(C)C1CC(C(F)(F)F)n2nc(C(=O)O)cc2N1 (stereo not given)
40) C/C(=N\Nc1ncc(Cl)cc1Cl)c1cccs1

Assay by compound	27	28	29	30	31	32	33	34	35	36	37	38	39	40
RGS8-Gao	98	97	101	99	103	100	107	98	98	108	111	100	100	103
HRas wt GTP	101	100	101	100	100	101	100	100	94	97	101	97	97	96
Rac1 act GTP bind	101	101	95	97	98	100	99	97	94	95	99	94	95	96
Rab2 wt GTP	101	99	102	100	99	98	99	101	97	98	100	98	94	98
Rab7 wt modul	98	94	107	99	99	96	100	101	100	95	101	105	101	92
Rac1 wt GTP bind	106	104	103	100	100	111	108	103	97	96	103	96	100	101
Mcl1-Noxa inh	10	24	20	11	3	9	6	4	27	6	-9	20	20	7
Bim-Mcl-1	-6	0	0	-2	0	-5	-2	-4	-1	-1	0	0	0	-1
Mcl1 Bid PPI	-11	5	1	-9	-14	-2	-37	-2	-19	-10	-13	-37	-30	-5
Pf gamet viab	x	x	11	2	x	-9	x	7	3	x	x	-5	x	x
Cdc42 wt	102	100	97	100	99	105	98	100	98	96	103	94	97	98

41) Cc1ccc(-c2nnc(CSc3nc(C(C)C)nc4sc(C)c(C)c34)o2)cc1
42) Cc1cn(C(=O)c2cccc(Br)c2)c(C)n1
43) COC(=O)c1c(NC(=O)c2ccc(OC(C)C)cc2)sc2c1CC(C)(C)NC2(C)C
44) CCOc1ccc2nc(SCC#N)c(C#N)cc2c1
45) O=C(CN(Cc1ccccc1)S(=O)(=O)c1ccccc1)N/N=C/c1ccccc1[N+](=O)[O-]
46) COc1ccccc1NC(=O)C1=C(C)NC(=O)NC1c1cccc(OC)c1OC (stereo not given)
47) COc1ccc(C(c2nnnn2C2CCCC2)N2CCC(C)CC2)c(OC)c1 (stereo not given)
48) NC(=O)Nc1ccc(Oc2ncc(C(F)(F)F)cc2Cl)cc1
49) CCOC(=O)c1c(-c2ccc(C)o2)csc1NC(=S)NC(=O)c1ccc(F)cc1
50) C=CCNC(=O)CCC(=O)NNc1nc2ccccc2c2nc(-c3ccccc3)nn12

Assay by compound	41	42	43	44	45	46	47	48	49	50
RGS8-Gao	103	102	94	101	98	101	x	100	83	101
HRas wt GTP	93	104	96	97	100	u	99	92	98	94
Rac1 act GTP bind	91	101	96	95	98	u	100	90	101	95
Rab2 wt GTP	91	102	97	98	100	u	99	93	98	94
Rab7 wt modul	91	103	93	96	101	u	100	100	97	93
Rac1 wt GTP bind	95	101	100	97	110	u	102	92	102	93
Mcl1-Noxa inh	0	-1	6	-9	17	1	-23	4	1	9
Bim-Mcl-1	-5	-1	-4	-3	-5	-3	-1	0	-7	0
Mcl1 Bid PPI	-13	-32	-4	-18	-5	-13	-8	-21	-17	-34
Pf gamet viab	x	x	x	x	-20	x	6	-6	-5	15
Cdc42 wt	93	102	96	99	101	u	103	91	97	96

51) COc1cc(-c2nnc(CSc3nc4ccccc4s3)o2)cc(OC)c1OC
52) O=C(c1nc2ncccn2n1)N1CCN(c2ccc(F)cc2)CC1
53) N#C/C(=C\c1sc(N2CCOCC2)nc1-c1ccccc1)C(=O)Nc1cccc2ccccc12
54) CCc1ccc(NC(=O)c2ccccc2Br)cc1
55) Cc1nn(CC(=O)Nc2nccs2)c(C)c1[N+](=O)[O-]
56) Cc1cc(Cl)ccc1C(=O)C1CCCN(C(=O)CCN2CCCO2)C1 (stereo not given)
57) CCN(CC)S(=O)(=O)c1ccc(NC(=O)Cn2c(=O)sc3ccccc32)cc1
58) Cc1ccc(-c2nnc(SCC(=O)Nc3sc(C)c(C)c3C#N)n2C)cc1

Assay by compound	51	52	53	54	55	56	57	58
RGS8-Gao	104	107	90	96	103	101	104	93
HRas wt GTP	101	93	113	98	99	95	96	97
Rac1 act GTP bind	97	95	110	97	97	95	91	96
Rab2 wt GTP	98	92	116	97	98	96	91	98
Rab7 wt modul	101	96	113	97	103	95	90	102
Rac1 wt GTP bind	101	93	111	98	103	95	91	100
Mcl1-Noxa inh	9	-6	21	-30	-1	17	16	3
Bim-Mcl-1	-1	0	0	-3	-1	-2	-1	-2
Mcl1 Bid PPI	7	-17	57*	0	-23	-26	3	13
Pf gamet viab	x	10	x	-5	-1	-9	-5	x
Cdc42 wt	101	94	112	98	99	94	94	95
